GAA glycogen mod: qHTS Assay for Inhibitors and Activators of Human alpha-Glucosidase Cleavage of Glycogen; recombinant GAA, glycogen substrate, Amplex Red glucose oxidase fluorescence; Potency, µM (doses to about 76.4 µM), without a hit: top-dose activity change, negative = inhibition, hits mostly inhibitors; 0.38% of 300,000 active; active means well fitted inhibition curve with a large enough effect; inconclusive means small, poorly fitted or top-dose-only effect, or another doubt; inactive means no such curve, though single readings can be large or run the other way;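 further: 0% = full enzyme reaction and -100% = no-enzyme basal signal; the screen sought inhibitors and activators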
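Recombinant human enzyme (4 nM); glycogen substrate; 37 C, 40 min, pH 5.0. Readout: coupled glucose oxidase/Amplex Red fluorescence.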
Active calls of the source: *; ? = inconclusive; [ ] = remark or other dose. Potency means the concentration at half of the fitted maximal effect. An excerpt, so the mix of outcomes need not match the whole.

molecule	GAA glycogen mod
NC(=O)C1CCN(C(=O)c2ccc([N+](=O)[O-])cc2NC(=O)c2cccs2)CC1	-2%
O=C(CN1C(=O)/C(=C/c2ccccc2F)SC1=S)NC1C=CS(=O)(=O)C1 (configuration not stated)	1%[76.3 µM]
COC(=O)CN1C(=O)COc2ccc(S(=O)(=O)NCc3ccccc3)cc21	-8%[76.3 µM]
COc1ccc2c(Sc3ccccc3)c(C(=O)NCc3ccc(OC(C)C)cc3)[nH]c2c1	-8%[76.3 µM]
O=C(Nc1cccc(C(=O)O)c1)/C(=C\c1ccco1)NC(=O)c1ccccc1	8%[76.3 µM]
CCNC(=O)c1cc(S(=O)(=O)N2CCSCC2)ccc1OC	3%[76.3 µM]
CC(C)CCNc1ncnc2c1nnn2Cc1ccccc1	14%[76.3 µM]
Cc1ccc(NC(=O)C2CCN(S(=O)(=O)c3ccc4c(c3)NC(=O)CO4)CC2)cc1C	-6%[76.3 µM]
CC1CCN(C(=O)CN(Cc2ccccc2)S(C)(=O)=O)CC1	-13%[76.3 µM]
O=C(O)/C=C/C(=O)N1CCN(Cc2ccc3c(c2)OCO3)CC1	2%
CCc1cccc(NC(=O)c2oc3ccc4c(c3c2C)C(=O)CC(C)(C)O4)c1	3%[76.3 µM]
Cc1ccn2c(c1)nc(=O)c1cc(S(=O)(=O)N3CCCCC3)ccc12	4%[76.3 µM]
CCCC(=O)N1CCN(c2nc3ccc(Cl)cc3s2)CC1	-13%[76.3 µM]
Cc1ccc(Cn2c(=O)c3ccccc3n3c(-c4cccc(O)c4)nnc23)cc1	-7%[76.3 µM]
CCn1c(=O)c(=O)[nH]c2c(=O)oc3ccc(S(=O)(=O)Nc4ccccc4)cc3c21	1%[76.3 µM]
CC(=O)Nc1sc2c(c1C#N)CCN(Cc1ccccc1)C2	-52%[76.3 µM]
O=S(=O)(Cc1ccccc1)N1CCNCC1	-1%
O=C(CCCN1C(=O)c2ccccc2C1=O)NCc1ccc(F)cc1	-6%[76.3 µM]
Cc1c(CCC(=O)NCc2ccc(F)cc2)c(=O)oc2cc(O)ccc12	-5%[76.3 µM]
COc1ccc(F)cc1C(=O)C1CCCN(C(=O)c2ccccc2N(C)C)C1 (configuration not stated)	-2%[76.3 µM]

Part of the list above, with each value named:
CC(C)CCNc1ncnc2c1nnn2Cc1ccccc1
  GAA glycogen mod: 14%[76.3 µM]

O=C(CCCN1C(=O)c2ccccc2C1=O)NCc1ccc(F)cc1
  GAA glycogen mod: -6%[76.3 µM]

The listing picks up; the 3 compounds before the break are reprinted first.
molecule	GAA glycogen mod
O=C(CCCN1C(=O)c2ccccc2C1=O)NCc1ccc(F)cc1	-6%[76.3 µM]
Cc1c(CCC(=O)NCc2ccc(F)cc2)c(=O)oc2cc(O)ccc12	-5%[76.3 µM]
COc1ccc(F)cc1C(=O)C1CCCN(C(=O)c2ccccc2N(C)C)C1 (configuration not stated)	-2%[76.3 µM]
CCN(CC)CCCNC(=O)c1oc2c(c1C)-c1nn(Cc3ccc(Cl)cc3)cc1CC2	-6%[76.3 µM]
COc1ccc(C(=O)C[n+]2cccc(C(N)=O)c2)cc1	1%
CNC(=O)c1[nH]cnc1C(=O)Nc1ccc(F)cc1	2%
CC(=O)N/C(=C\c1ccc(F)cc1)C(=O)OCc1ccccc1	-1%
CSc1cccc(N=C2C(=O)Nc3ccccc32)c1	-1%[76.3 µM]
O=C(CCC(=O)Nc1ccccc1Cl)NNS(=O)(=O)c1ccc(Cl)cc1	0%[76.3 µM]
S=c1[nH]c(-c2ccccc2)cn1-c1ccccc1	5%
Cc1ccc(-n2c(C)nnc2SC(C)C(=O)N2CCCC2)cc1 (configuration not stated)	2%
COc1cc(NC(=O)Nc2nnc(N3CCCCCC3)s2)cc(OC)c1	-8%[76.3 µM]
CC(C)CC(NC(=O)C(NC(=O)C1CCC(=O)N1C(=O)OCc1ccccc1)C(C)C)C(=O)N1CCCC1C(N)=O (configuration not stated)	5%[76.3 µM]
CCOC(=O)c1cccc(NS(=O)(=O)c2cc3c(cc2C)NC(=O)CO3)c1	-4%[76.3 µM]
CCCC(CCC)c1nnc(NC(=O)c2ccco2)s1	1%[76.3 µM]
CCOC(=O)c1c(C)sc(-c2c(-c3cccc(Cl)c3)[nH]c3c2c(=O)n(C)c(=O)n3C)c1O	-12%[76.3 µM]
CC1CC(C)CN(c2ccc(S(=O)(=O)N3CCOCC3)cc2)C1 (configuration not stated)	-8%[76.3 µM]
Cc1ccc2c(C)c(C(=O)N(C)Cc3ccncn3)oc2c1C	-3%[76.3 µM]
CCCc1cc(=O)oc2c(C)c(OCC(=O)N3CCC(C(=O)O)CC3)ccc12	16%[76.3 µM]
O=c1[nH]c(=S)[nH]c2sc3c(c12)CCCCCC3	-24%[76.3 µM]
COc1cccc(S(=O)(=O)NCc2ccc(C(=O)N3CCN(C)CC3)cc2)c1	6%[76.3 µM]
COc1cc(OC)c(NS(=O)(=O)c2cc3[nH]c(=O)c(=O)[nH]c3cc2C)cc1Cl	-2%[76.3 µM]
CCOc1ccc2c(c1)c1nc3ccccc3nc1n2C	4%

Next section; the last 7 above are carried over.
molecule	GAA glycogen mod
CC1CC(C)CN(c2ccc(S(=O)(=O)N3CCOCC3)cc2)C1 (configuration not stated)	-8%[76.3 µM]
Cc1ccc2c(C)c(C(=O)N(C)Cc3ccncn3)oc2c1C	-3%[76.3 µM]
CCCc1cc(=O)oc2c(C)c(OCC(=O)N3CCC(C(=O)O)CC3)ccc12	16%[76.3 µM]
O=c1[nH]c(=S)[nH]c2sc3c(c12)CCCCCC3	-24%[76.3 µM]
COc1cccc(S(=O)(=O)NCc2ccc(C(=O)N3CCN(C)CC3)cc2)c1	6%[76.3 µM]
COc1cc(OC)c(NS(=O)(=O)c2cc3[nH]c(=O)c(=O)[nH]c3cc2C)cc1Cl	-2%[76.3 µM]
CCOc1ccc2c(c1)c1nc3ccccc3nc1n2C	4%
O=C(CN1C(=O)C2CC=CCC2C1=O)OCC(=O)c1ccc(Cl)c([N+](=O)[O-])c1 (configuration not stated)	-3%[76.3 µM]
CCOc1ccc(CNC(=O)C2CCCN(S(=O)(=O)N3CC(C)CC(C)C3)C2)cc1OC (configuration not stated)	5%[76.3 µM]
Cc1ccccc1N1CCN(Cc2ccc(Br)o2)CC1	-15%[76.3 µM]
Nc1ccccc1C(=O)NCC1(c2ccccc2)CCCC1	3%[76.3 µM]
CCN(CC(=O)NC1CCCC1)S(=O)(=O)c1ccc(Br)cc1	3%[76.3 µM]
COc1ccc([N+](=O)[O-])cc1NC(=O)C(C)N1CCCC1 (configuration not stated)	1%
Cc1noc(C)c1S(=O)(=O)N1CCN(S(=O)(=O)c2ccccc2C#N)CC1	3%
Cc1ccc(S(=O)(=O)Nc2cccc(C(=O)N3CCOCC3)c2)cc1	3%
CC(=O)Nc1ccc(S(=O)(=O)N2CCC(C(=O)N[C@@H](Cc3ccccc3)C(=O)O)CC2)cc1	-12%
CC1CCC(NC(=O)c2nc(Cn3ccc([N+](=O)[O-])n3)no2)CC1 (configuration not stated)	0%
CCOc1ccc(S(=O)(=O)N2CCC(C(=O)NCCN3CCOCC3)CC2)cc1C	-12%
Cc1cc(C)cc(C(=O)NC(CC(N)=O)c2ccc(N3CCCCCC3)c([N+](=O)[O-])c2)c1 (configuration not stated)	10%[76.3 µM]
CCOc1ccc(N(C)S(=O)(=O)c2c[nH]c(C(=O)OC)c2)cc1	9%[76.3 µM]
S=C(NCc1ccncc1)Nc1ccc(Br)cc1Cl	0%[76.3 µM]
COc1ccc(C2=NS(=O)(=O)N(C)C(C(=O)N3CCC(C)CC3)=C2)cc1	1%[76.3 µM]
Cc1nnc(NC(=O)CSc2nnc(CNC(=O)c3ccccc3)o2)s1	7%[76.3 µM]
CCCC1C(=O)Nc2ccccc2N1C(=O)c1cccc(C)c1 (configuration not stated)	-5%
NCCSC1CC(=O)N(c2ccc(Cl)c(Cl)c2)C1=O (configuration not stated)	10%[76.3 µM]
COC(=O)c1scc(C)c1NC(=O)c1ccccc1F	-4%
Cc1ccc(-c2c(C(=O)N/N=C/c3ccncc3)nnn2-c2nonc2N)cc1	-11%[76.3 µM]

(list continues)
Molecule,GAA glycogen mod
Fc1ccc(-c2ccc(CNCc3ccccn3)o2)cc1,-1%[76.3 µM]
CCOc1ccccc1NC(=O)Cn1c(=O)n(-c2ccc(C)c(C)c2)c(=O)c2oc3ccccc3c21,-4%[76.3 µM]
O=C(CN1CCCCCC1)Nc1ccccc1[N+](=O)[O-],-8%[76.3 µM]
CC(=O)N1c2ccc(S(=O)(=O)NCC3CCC(C(=O)Nc4cc(C)cc(C)c4)CC3)cc2CC1C (configuration not stated),-23%[76.3 µM]
COC(=O)c1cscc1S(=O)(=O)Cc1ccccc1,18%[76.3 µM]
CC(C)N1CC(COc2ccc(Br)cc2)OC1=O (configuration not stated),2%
Cc1c(Cl)cccc1NC(=O)CN1C(=O)c2ccccc2Sc2ncccc21,20%[76.3 µM]
Cc1cc(C)cc(NC(=O)CCn2ccnc2)c1,5%
CN1C(=O)C(C)(C)c2cc(S(=O)(=O)NCc3ccc(C(=O)NCc4ccco4)cc3)ccc21,20%[76.3 µM]
COc1ccc(C2CC(c3ccc(C)cc3)=NN2C(=O)c2ccccc2)cc1 (configuration not stated),-4%

The list goes on.
Molecule,GAA glycogen mod
COc1ccc(-c2noc(-c3ccc(NC4CCCCC4)c([N+](=O)[O-])c3)n2)cc1OC,-8%[76.3 µM]
Cc1coc2c(C)c3oc(=O)c(CCC(=O)NCCN4CCOCC4)c(C)c3cc12,3%[76.3 µM]
Cc1cccc(C)c1OCCn1c(C2CC(=O)N(Cc3ccc(F)cc3)C2)nc2ccccc21 (configuration not stated),5%[76.3 µM]
Cc1ccc(S(=O)(=O)c2cn(C)c3cc(N4CCCCCC4)c(F)cc3c2=O)cc1,4%[76.3 µM]
CCOCCCNC(=O)c1ccc(-n2c(-c3ccccc3)cc3c2CCC(C)C3)cc1 (configuration not stated),13%[76.3 µM]
CC(=O)c1cccc(NC(=O)NCCc2ccc(Cl)cc2)c1,-5%[76.3 µM]
COc1cc(C2C(C(=O)c3cc4ccccc4o3)=C(O)C(=O)N2c2cc(C)on2)cc(OC)c1OC (configuration not stated),-9%[76.3 µM]
COc1ccc(Cl)cc1NC(=O)CC1CCCC1,2%
CCC(C(=O)Nc1ccccc1OC)n1nc(C)c2sc3ccccc3c2c1=O (configuration not stated),-12%[76.3 µM]
Cc1ccc(CNC(=O)CN2Cc3ccccc3C2=O)cc1,0%[76.3 µM]

More compounds.
Molecule,GAA glycogen mod
CC(=O)NS(=O)(=O)c1ccc(N/C(N)=N/c2nc(C)cc(C)n2)cc1,5%[76.3 µM]
CC(=O)Nc1ccc(C(=O)NNC(=O)c2cccc(C)c2)cc1,-4%[76.3 µM]
CCN(CC)c1ccc(CNc2ccc3c(c2)ncn3C(C)(C)C)cc1,-21%
CN(C)S(=O)(=O)N1CCC(Oc2cccc(C(=O)NC3CCOC3)c2)CC1 (configuration not stated),-4%[76.3 µM]
Cc1ccc(CNC(=O)[C@H](C)N2C(=O)N3CCc4c([nH]c5ccccc45)[C@@]3(C)C2=O)cc1,-9%[76.3 µM]
COc1ccc(CCNC(=O)CCn2c(=O)c3cccn3c3cccnc32)cc1OC,-6%[76.3 µM]
COc1ccc(C(=O)Nc2nnc(Cc3ccc(OC)c(OC)c3)s2)c(OC)c1,-2%[76.3 µM]
Cc1cccc(S(=O)(=O)c2cn(Cc3ccccc3)c3cc(N4CCCCC4C)c(F)cc3c2=O)c1 (configuration not stated),4%[76.3 µM]
O=C(CN1C(=O)NC2(CCCC2)C1=O)Nc1ccccc1,1%
Cc1nonc1CN(C)C(=O)CC1C(=O)NCCN1Cc1ccccc1F (configuration not stated),5%[76.3 µM]

Further structures
Molecule,GAA glycogen mod
COc1cccc(C(=O)Nc2c3c(nn2-c2ccc(Cl)cc2)CS(=O)(=O)C3)c1OC,-11%[76.3 µM]
CCn1c2ccc(F)cc2c2nnc(SCCN3CCCCC3)nc21,12%
Cc1cc(C)nc(SCC(=O)N/N=C/c2cccnc2)n1,1%[76.3 µM]
Cc1cc(C)c2c(CN3CCN(Cc4ccccc4)CC3)cc(=O)oc2c1,2%
Cc1cc(C)cc(NC(=O)c2ccc(NC(=O)c3ccco3)cc2)c1,0%[76.3 µM]
CCOc1ccc(CCNC(=O)CS(=O)Cc2nc(-c3ccc(C)cc3)oc2C)cc1 (configuration not stated),-4%[76.3 µM]
O=C(NC1CC1)c1ccc2c(c1)N(Cc1ccccc1)CCS2,4%[76.3 µM]
Cc1ccc(NC(=O)CCN2CCC(C)CC2)cc1,-2%[76.3 µM]
Cc1ccc2nc(CCc3ccc(N)cc3)[nH]c2c1,-7%[76.3 µM]
COc1cc(N/C(N)=N/c2nc(C)cc(C)n2)cc(OC)c1,-3%[76.3 µM]

Other results.
Molecule,GAA glycogen mod
Cc1ccc(CCNC(=O)c2sc3nc4n(c(=O)c3c2C)CCC4)cc1,-3%[76.3 µM]
CCC(=O)NCCc1nc2cc(NC(=O)c3ccc(F)cc3)ccc2n1C,-5%
CCN(CC)C(=O)c1ccc(COc2ccccc2Cl)o1,0%
O=C(CSc1nnc(CNC(=O)c2ccco2)o1)Nc1ccccc1F,-1%[76.3 µM]
CCN(CC(=O)NCc1ccc(Cl)cc1)C(=O)Cc1ccc(OC)cc1,-5%
Cn1nccc1C(=O)N1CCOCC1,-3%[76.3 µM]
COc1cc(OC)c(NS(=O)(=O)c2c(C)nc3sc(C)cn3c2=O)cc1Cl,13%[76.3 µM]
O=C(Nc1ccc(F)cc1)c1cc2ccccc2o1,-5%[76.3 µM]
COc1ccccc1N1CCN(/N=C/c2ccc(O)cc2O)CC1,?

High-throughput results: PubChem BioAssay, National Center for Advancing Translational Sciences (NCATS)
